TRPM1 prom inh = inhibitors of MITF-dependent TRPM1 promoter reporter, primary screen, cell-based, SK-MEL-5, single point, luciferase. SK-MEL-5 TRPM1 promoter luciferase, 24 h. AID 488899, 2010. inhibition, % at 12.5 µM. 330,000 tested, 0.83% active;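 active = mean inhibition across replicates of 60% or more, whatever share of single replicates reaches that level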; note: values of inactives mirror those of a sister screen read the other way
aDG glyco up = activators of alpha-DG glycosylation, primary screen, uHTS, Pro5-aDG cells, AlphaScreen. alpha-DG glycosylation AlphaScreen (IIH6); 0% Pro5, 100% B10-LARGE cell signal. activation, % at 10 µM. 360,000 tested, 0.22% active;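 active = activation of at least 8% versus controls, or a plate z-score of at least 8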;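 note: Pro5 are CHO cells carrying HIG-tagged alpha-DG that lacks glycosylation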
TWEAK-Fn14 inh = inhibitors of TWEAK-Fn14 signaling, primary screen, luciferase reporter cells, uHTS | TWEAK-stimulated Fn14 reporter cells, luciferase luminescence, 8 h | inhibition, % at 10 µM | 360,000 tested, 2% active | AID 1159606, 2016; in the data active = inhibition above about 50%
NR2E3 ag-1 = NR2E3 agonists in two-hybrid cells, primary screen, cell-based, luminescence, CHO-S, Gal4-NCOR/VP16-NR2E3; inhibition of corepressor binding, % at 3.98 µM; 360,000 tested, 0.35% active; luciferase; AID 602229, 2012; Photoreceptor-specific nuclear receptor (Homo sapiens), Q9Y5X4;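 active = inhibition above the mean of all tested compounds plus 3 SD, cut at about 70% in these data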;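 note: 0% = DMSO with NR2E3 transfected cells and 100% = cells lacking NR2E3 construct; higher means lower luciferase signal from less NR2E3 corepressor binding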
Target sequence (Q9Y5X4 whole entry, looked up, the tested form may be a part): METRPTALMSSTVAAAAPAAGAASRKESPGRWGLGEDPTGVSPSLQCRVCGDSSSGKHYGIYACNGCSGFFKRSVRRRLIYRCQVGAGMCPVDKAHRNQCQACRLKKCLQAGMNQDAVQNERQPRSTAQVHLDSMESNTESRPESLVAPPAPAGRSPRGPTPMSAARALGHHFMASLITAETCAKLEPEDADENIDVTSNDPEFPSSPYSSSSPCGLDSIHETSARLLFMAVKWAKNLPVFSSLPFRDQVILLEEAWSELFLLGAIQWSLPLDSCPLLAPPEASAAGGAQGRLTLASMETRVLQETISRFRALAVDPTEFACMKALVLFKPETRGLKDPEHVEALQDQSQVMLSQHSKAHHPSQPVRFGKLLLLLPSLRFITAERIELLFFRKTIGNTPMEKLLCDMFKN
hiPSC survival = enhancers of single-cell hiPSC survival, primary screen, ATPlite luminescence; 100% = ROCK inhibitor wells, 0% = DMSO; survival enhancement, % at 20 µM; 360,000 tested, 0.044% active; in the data active = survival enhancement above about 18%;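 note: cells exposed to compounds for 16 hours before the ATP read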
Shn3 3UTR inh = reduction of Shn3 3'UTR firefly luciferase signal, primary screen, Schnurri-3 inhibitor project, cell-based, Clone20 osteoblasts, set 2 | Clone20 osteoblast Shn3 3'UTR firefly luciferase, 24 h | inhibition, % at 12.5 µM | 360,000 tested, 0.52% active | AID 588674, 2011;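 active = mean inhibition of at least 75% with every replicate also reaching 75%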;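 note: 0% = median of neutral control wells and 100% = pilot-screen positive control compound; some compounds past the cut are filed as inactive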
CF NFkB block = inhibitors of PAF-induced NF-kB signaling, primary screen, cell-based, GFP fluorescence, uHTS; KKLEB NF-kB-GFP reporter, GFP fluorescence overnight; 360,000 tested, 0.86% active; inhibition, % at 5 µM;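 active = at least 50% inhibition at 5 µM, scaled per plate between neutral and stimulator controls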;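 note: PAF is a Pseudomonas aeruginosa culture filtrate used as stimulus; plate controls were PAF-stimulated DMSO wells for no effect and unstimulated DMSO wells for full effect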
HIF-2a block = HIF-2a reporter inhibitors, primary screen, luminescence, 786-0 RCC cells. 786-0 RCC cells HIF-2a reporter, luciferase luminescence, overnight. 360,000 tested, 0.72% active. AID 624352, 2012. inhibition, % at 18.8 µM;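 active = inhibition of the luminescence signal of 40% or more relative to plate controls, in a single-dose primary screen at 18.75 µM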
NR2E3 ag-2 = inhibitors of NR2E3-RetCOR corepressor binding, primary screen, NR2E3 agonist project, biochemical, TR-FRET, GST-NR2E3, biotin-RetCOR | Photoreceptor-specific nuclear receptor (Homo sapiens), Q9Y5X4 | 1536-well | inhibition of corepressor binding, % at 4.78 µM | 320,000 tested, 0.12% active | AID 2300, 2010;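 active = percent inhibition above the cutoff of mean plus 3 SD of all tested compounds, set per screening campaign, cut at about 20% in these data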;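 note: 0% = DMSO wells and 100% = biotin wells as full block of FRET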
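System: GST-tagged NR2E3 plus biotinylated RetCOR corepressor; Amount: 1.35 nM GST-tagged NR2E3 final; Dosing: single nominal compound dose of 4.8 µM; Schedule: 5 h incubation at 4 °C; Technique: TR-FRET with europium anti-GST and streptavidin-D2, 340 nm excitation; Controls: biotin wells as high control, 0.6% DMSO wells as low control.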
Peg3 promoter = Peg3 promoter-driven luciferase inhibitors, primary screen, cell-based, HeLa, luciferase luminescence. 360,000 tested, 1.7% active. inhibition, % at 20 µM. HeLa PEG-Prom luciferase reporter, overnight;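 active = inhibition of at least 50% at 20 µM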
KKLEB tox = cytotoxicity in KKLEB CF airway cells, primary screen, cytotoxicity control for CF NF-kB inhibitor project, cell-based, uHTS, fluorescence assay plates; KKLEB CF airway cells viability, ATPlite luminescence, overnight; active compounds read low; cells stimulated with P. aeruginosa culture filtrate; activity change (cytotoxicity), % at 5 µM; 360,000 tested, 0.36% active; AID 602141, 2011;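 active = corrected activity change at or below -50% at 5 µM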
* hit, by the source's call; / = not tested or not shown.

SMILES | TRPM1 prom inh | aDG glyco up | TWEAK-Fn14 inh | NR2E3 ag-1 | hiPSC survival | Shn3 3UTR inh | CF NFkB block | HIF-2a block | NR2E3 ag-2 | Peg3 promoter | KKLEB tox
NC(=O)COc1ccc(NC(=O)OCc2ccccc2)cc1 | -24.9 | 0.1 | -0.2 | 2.3 | 4.5 | -21.7 | 7.7 | -130.5 | -1.1 | -94.3 | -6.8
C[C@]12C=CC(=O)C=C1CCC1C2CC[C@@]2(C)C1CCC21OCCO1 (stereo not given in full) | 7.6 | 0.6 | 1.0 | -15.6 | -3.2 | 47.0 | 1.4 | 15.4 | / | 9.8 | -0.4
CCOC(=O)c1sc2c(c1C)c(=O)c(C(=O)OCC)cn2CC | 10.4 | -0.2 | -8.0 | -5.9 | 7.1 | -5.6 | -36.4 | 2.2 | 3.1 | 12.2 | 7.8
Cc1ccccc1NC(=O)C1CCN(c2cc(-c3ccccc3)nc3ncnn23)CC1 | 1.6 | 1.4 | 9.4 | 1.8 | 3.7 | 68.7 | -2.5 | 7.1 | -1.2 | -6.1 | 8.6
CCOC(=O)c1c(-c2ccccc2)oc2ccc(OCC(=O)NNC(=O)CCC(=O)O)cc12 | 16.6 | -0.2 | 16.2 | -16.2 | -0.2 | -8.3 | -14.6 | 12.9 | / | -1.5 | 6.1
Cc1cc(C(=O)O)ccc1N=Cc1c(O)ccc2ccccc12 | -3.1 | -0.1 | -1.9 | -2.5 | 0.4 | -2.1 | 11.2 | 14.8 | 5.6 | 5.8 | 4.6
COc1ccc(OC(F)(F)F)cc1CC1(C)C(=O)Nc2c(Cl)ccc(Cl)c21 (stereo not given) | / | 0.0 | 27.9 | -6.5 | 1.3 | 40.1 | -10.8 | 9.1 | / | 24.2 | 8.2
Cc1ccccc1N1C(=O)C2ON(c3ccccc3)C(c3ccncc3)C2C1=O (stereo not given) | 1.5 | -0.1 | -5.1 | -26.7 | -2.0 | -2.3 | 10.5 | 7.0 | 3.5 | 17.5 | -9.8
COc1ccccc1N(CC(=O)NCc1ccco1)S(C)(=O)=O | 3.9 | 0.3 | 7.7 | -14.6 | -2.2 | 0.3 | 26.1 | 2.3 | 1.5 | 14.9 | -4.7
COc1cc2c(cc1OC)C(C)N(C(=O)c1cc3n(n1)C(C(F)(F)F)CC(c1ccco1)N3)CC2 (stereo not given) | 13.5 | 0.3 | 14.1 | 5.1 | -0.6 | 20.5 | 20.0 | 24.2 | 1.4 | 11.4 | -16.0
COc1ccc(N2CCN(C(=S)Nc3ccc(OC)cc3OC)CC2)cc1 | -4.2 | -0.1 | -1.0 | -22.6 | 0.6 | -10.7 | 3.5 | 8.1 | -2.8 | 3.1 | 7.4
O=C(Nc1ccccc1F)c1cc(C(=O)Nc2ccccc2F)cc([N+](=O)[O-])c1 | 7.6 | 0.1 | 13.0 | 3.9 | -0.4 | 4.7 | -5.5 | 20.2 | -1.4 | 19.2 | -3.7
CC1=C(C(=O)N2CCCCCC2)C2(CCC(C)CC2)OC1=O (stereo not given) | 2.9 | 0.2 | -14.1 | -0.1 | 0.3 | -11.7 | 0.9 | 22.4 | -3.0 | 6.1 | 0.9
Cc1cccc(C)c1NC(=O)CN1C(=O)C(C)Oc2ccccc21 (stereo not given) | -4.6 | 0.1 | -0.4 | -5.8 | 0.1 | -1.6 | -22.5 | 19.5 | -1.6 | -6.3 | -0.4
O=C(NCc1ccccn1)C(=O)NCC(c1ccco1)N1CCOCC1 (stereo not given) | 1.0 | -0.1 | 8.6 | 6.7 | -0.5 | -2.5 | 5.6 | 13.1 | 0.8 | 5.8 | 3.2

Pulled by compound from the entries so far:
SMILES | TRPM1 prom inh | aDG glyco up | TWEAK-Fn14 inh | NR2E3 ag-1 | hiPSC survival | Shn3 3UTR inh | CF NFkB block | HIF-2a block | NR2E3 ag-2 | Peg3 promoter | KKLEB tox
CCOC(=O)c1c(-c2ccccc2)oc2ccc(OCC(=O)NNC(=O)CCC(=O)O)cc12 | 16.6 | -0.2 | 16.2 | -16.2 | -0.2 | -8.3 | -14.6 | 12.9 | / | -1.5 | 6.1
CCOC(=O)c1sc2c(c1C)c(=O)c(C(=O)OCC)cn2CC | 10.4 | -0.2 | -8.0 | -5.9 | 7.1 | -5.6 | -36.4 | 2.2 | 3.1 | 12.2 | 7.8

Further structures follow.
SMILES | TRPM1 prom inh | aDG glyco up | TWEAK-Fn14 inh | NR2E3 ag-1 | hiPSC survival | Shn3 3UTR inh | CF NFkB block | HIF-2a block | NR2E3 ag-2 | Peg3 promoter | KKLEB tox
COC(C(=O)Nc1ccnn1C1CCN(C(=O)c2cccc(F)c2)CC1)c1ccccc1 (stereo not given) | 7.0 | -0.2 | 1.9 | -8.3 | 0.1 | 5.2 | -4.6 | -14.3 | -1.7 | 0.2 | 12.6
C=CCOC(=O)C(C#N)c1nc2ccccc2nc1N1CCN(Cc2ccccc2)CC1 (stereo not given) | -8.8 | -0.5 | 29.5 | 3.2 | -2.1 | -46.3 | 20.7 | 13.5 | 1.7 | 21.1 | -23.2
Cc1ccc2ncnc(Nc3ccc(C)c(C)c3)c2c1 | 2.3 | 0.7 | 10.8 | -16.2 | -0.3 | 8.6 | -2.6 | -67.8 | 1.4 | -24.7 | -9.6
Cc1ccc2c(c1)nnn2C1CCN(CC(=O)NNC(=O)c2ccco2)CC1 | / | 0.6 | -1.4 | -8.3 | 0.8 | -24.9 | 2.2 | 13.8 | 0.3 | 10.5 | 7.8
COC(=O)C1=C(C(=O)OC)[C@@H]2Nc3ccccc3[C@@]23C[C@@H](C(=O)OC)N(C(=O)c2cccs2)C3=N1 | 17.4 | -0.1 | 32.1 | 1.6 | 0.0 | 2.4 | 35.0 | 12.7 | -0.2 | -6.9 | -2.3
CN(C)S(=O)(=O)c1cc(NC(=O)COC(=O)c2ccc3c(c2)OCO3)ccc1Cl | 1.0 | 0.1 | -12.5 | 0.8 | 3.2 | 0.3 | -13.4 | 16.5 | -2.3 | 0.6 | 12.5
COc1ccc(Br)cc1/C=N/NC(=O)c1cc(OC)c(OC)c(OC)c1 | 9.7 | -0.1 | 28.8 | 8.4 | -1.3 | -0.1 | 6.4 | 12.4 | -0.2 | 19.8 | -5.6
O=C(NCc1ccco1)c1cccc(S(=O)(=O)N2CCc3ccccc32)c1 | 4.3 | 0.1 | 7.9 | 0.1 | -1.5 | -6.1 | 3.8 | 15.4 | -1.1 | 19.1 | -2.6
Cc1nc2cc(-c3ccccc3)nn2c(C)c1CCC(=O)NC(C)c1ccc2c(c1)OCCO2 (stereo not given) | 19.0 | 0.5 | 5.5 | -9.8 | -0.1 | 26.3 | -11.8 | 65.8* | 4.1 | -35.8 | -0.1
N#C/C(=N\Nc1ccc(Cl)cc1)C(=N)N1CCCCCC1 | -62.1 | -0.2 | 26.4 | -128.8 | -2.9 | -32.0 | 13.3 | -257.7 | 1.8 | -236.9 | -5.8
CN(c1ccccc1)S(=O)(=O)c1ccc(Cl)c(C(=O)NCc2ccccc2CN2CCCC2)c1 | -15.2 | 0.7 | 22.6 | -24.1 | -0.4 | 12.4 | -14.3 | 1.5 | 2.0 | 14.0 | 9.0
CC(=O)/C(=N/Nc1ccccc1)Sc1nnc(CCc2ccccc2)n1-c1ccccc1 | 12.3 | -0.3 | -14.5 | 2.7 | -0.1 | -3.1 | 3.7 | 29.1 | -0.7 | 30.1 | -1.6
COC(=O)c1ccc2c(c1)C(=O)/C(=C/c1ccc(O)cc1)O2 | -33.6 | 0.0 | -22.1 | -80.1 | -1.9 | -50.0 | -10.9 | -185.5 | -2.0 | -183.7 | -12.7
Cc1cc(SCC(=O)Nc2cccc(S(=O)(=O)NC3=NCCCCC3)c2)c(C)cc1Br | 4.0 | -0.1 | 4.7 | -14.7 | 1.0 | 31.3 | 3.3 | 31.5 | -1.2 | 27.4 | -0.9
CCN(CC)S(=O)(=O)c1ccc2[nH]cc(C(=O)NCCCN3CCCCC3)c(=O)c2c1 | 7.3 | 0.0 | 8.3 | -9.3 | 2.0 | -3.0 | -4.3 | 11.9 | -1.3 | 16.6 | 4.7
C[C@@]12C(=O)Nc3ccc(F)cc3C(=O)N1[C@H]1c3cc(Br)ccc3OC[C@@H]1[C@@H]2c1ccccc1 | 22.6 | 0.0 | 12.2 | -10.7 | 2.9 | -29.0 | 27.5 | 16.6 | / | 40.0 | -8.3
COc1cccc(C(=O)N(c2ccccc2)C2C=CS(=O)(=O)C2)c1 (stereo not given) | 7.6 | -0.3 | 3.0 | 12.0 | -1.1 | 1.0 | -7.3 | 12.6 | 4.3 | 3.0 | -2.7
CCOC(=O)c1[nH]c2c(c1-c1ccccc1)C(=O)CC(c1ccccc1)C2 (stereo not given) | -31.1 | -0.1 | -24.9 | -108.3 | -0.8 | -9.3 | 18.6 | -111.6 | -0.4 | -66.5 | -15.2
COc1cc(OC)c(C(=O)N2CCN(c3ccccn3)CC2)cc1OC | 5.5 | 0.0 | -0.3 | 4.1 | -0.8 | 12.2 | 5.2 | 17.7 | -0.6 | 0.2 | 0.5
Cc1ccc(CN(C)C(=O)COc2ccc(S(=O)(=O)N3CCCC3)cc2[N+](=O)[O-])c(C)c1 | 9.7 | -0.4 | -3.4 | -11.8 | -0.2 | -6.3 | 13.7 | 2.9 | 3.6 | 15.5 | 1.6
CCC(C)(C)NC(=O)CCn1c(-c2ccccc2)cc(C(C)=O)c1C | 18.3 | 0.0 | -9.4 | -0.5 | -3.0 | 15.5 | -7.8 | 14.7 | -1.7 | 7.7 | 7.7
Cc1cccc(NC(=O)NNC(=O)c2ccc3ccccc3c2)c1 | 4.4 | 0.0 | -6.8 | -5.8 | -0.3 | 7.9 | -16.7 | 1.5 | / | 9.7 | -4.0
O=C(CC(n1cncn1)C(Cl)(Cl)Cl)c1ccc([N+](=O)[O-])cc1 (stereo not given) | 23.3 | 0.2 | 40.6 | -33.7 | 0.4 | 33.8 | 1.5 | 7.2 | -1.0 | 34.4 | -1.4
CC(C)(C)C(=O)COC(=O)c1c2c(nc3ccccc13)CCC2 | -4.6 | 0.2 | -6.7 | -7.9 | 7.9 | 6.2 | -1.3 | -14.1 | 1.5 | -6.2 | 4.2

Records listed so far marked active in HIF-2a block:
SMILES | TRPM1 prom inh | aDG glyco up | TWEAK-Fn14 inh | NR2E3 ag-1 | Shn3 3UTR inh | CF NFkB block | HIF-2a block | NR2E3 ag-2 | Peg3 promoter
Cc1nc2cc(-c3ccccc3)nn2c(C)c1CCC(=O)NC(C)c1ccc2c(c1)OCCO2 (stereo not given) | 19.0 | 0.5 | 5.5 | -9.8 | 26.3 | -11.8 | 65.8* | 4.1 | -35.8
